# ELG1 repair inh: blocks ELG1-dependent DNA repair in HEK293T cells | HEK293T ELG1-luciferase reporter, luminescence, 16 h; DNA damage induced by 5-fluorouridine | Potency, µM (series often up to 46.1 µM), without a hit: top-dose activity change, negative = inhibition, actives largely listed as inhibitors | hit rate 2.3% among 330,000 | AID 504467; also: potency is read from the fitted curve at half-maximal effect; % is scaled to controls: 0 for no effect and ±100 for the full control effect; nearly all actives have a fitted effect of over 55% in size
#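 Quantitative HTS, concentration-response format. 2,000 cells/well co-treated with 5-fluorouridine and compound, 16 hr in 5% CO2 at 37 °C; ONE-Glo luminescence read after 30 min.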
# Mito fusion yeast: blocks mitochondrial division or promotes mitochondrial fusion | Potency, µM (highest dose often 46.1 µM), without a hit: at the highest dose growth rescue (activation), hits mostly activators | hit rate 0.23% among 320,000 | S. cerevisiae fusion-defective mutant growth rescue, CellTiterGlo 48 h | AID 485298;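 also: potency is read from the fitted curve at half-maximal effect; % of control where 0% means no effect; nearly all actives have a fitted effect of over 45% in size; temperature-sensitive fusion mutants such as fzo1-1 at 37 °C on non-fermentable ethanol glycerol medium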
#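 Luminescent cell viability in 1536-well qHTS format served as the measure of rescued growth in ts fusion-mutant S. cerevisiae cultured on non-fermentable YPEG for 48 hours at 37C.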
# BCR signal inh: chronic active BCR signaling inhibition; ABC-DLBCL IkBa-CBG/CBR reporter, luminescence ratio, 4 h; Potency, µM (top dose mostly 46.1 µM), inactives show at the highest dose ratio change, negative = lower green/red ratio, most hits filed as inhibitors; hit rate 0.05% among 340,000; AID 493014; active = well fitted inhibition curve with a large enough effect in the signal ratio, with a control signal flat, not every such curve was filed as active; inconclusive = small, poorly fitted or top-dose-only effect, or effect the other way, or a change in a side signal; the % refers to the signal ratio;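 also: potency is read from the fitted curve at half-maximal effect; plate controls were basal doxycycline-induced cells for no effect and cells given 10 µM MG132 for full effect; MG132 reads +100%, hits lower the ratio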
#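 Cell line TMD8 (human ABC DLBCL), stably expressing tet-inducible CBG68-IkBa fusion and CBR; IMDM/0.5% FBS; cpd up to 46 uM; dox induction, 4 h, 37C/5% CO2; dual luminescence; green/red ratio; MG132 control.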
# uPA surface inh: blocks generation of uPA at the cell surface; cell surface uPA generation assay, qHTS; Potency, µM (doses to about 38.3 µM), inactives show top-dose activity change, negative = inhibition, most hits filed as inhibitors; hit rate 0.31% among 330,000; AID 540303; active = well fitted inhibition curve with a large enough effect; inconclusive = small, poorly fitted or top-dose-only effect; inactive = no such curve, though single readings can be large or run the other way; tested in mouse RAW 264.7 cells; also: potency is read from the fitted curve at half-maximal effect; % is scaled to controls: 0 for no effect and ±100 for the full control effect; nearly all actives have a fitted effect of over 55% in size
# Eya2 inh: blocks the phosphatase activity of human Eya2; AID 488837; recombinant Eya2, OMFP fluorescence dephosphorylation (OMFP is methylfluorescein phosphate); Potency, µM (series often up to 76.9 µM), for inactives: at the top dose activity, negative = inhibition, actives largely listed as inhibitors; hit rate 0.006% among 330,000; O00167; also: potency is read from the fitted curve at half-maximal effect; % is scaled to controls: 0 for no effect and ±100 for the full control effect
#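 Eya2 (0.2 uM) preincubated 10 min at ambient with compound, then OMFP substrate added at 50 uM; 10 min reaction in 50 mM HEPES pH 7.5, 50 mM NaCl, 5 uM MgCl2, 0.05% BSA, 1 mM DTT. Fluorescence read at Ex 485/Em 525 nm.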
# Tb PFK block: T. brucei PFK enzyme inhibition; hit rate 0.17% among 330,000; T. brucei PFK, ADP-Glo luminescence; Potency, µM (highest dose often 57.5 µM), inactives show at the top dose activity, negative = inhibition, actives largely listed as inhibitors;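 also: potency is read from the fitted curve at half-maximal effect; 0% = uninhibited 1x PFK enzyme wells and -100% = no-enzyme wells; nearly all actives have a fitted effect of over 60% in size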
#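 ADP-Glo luminescence quantified ADP after 45 min at room temperature, with 1.25 nM T. brucei PFK, 0.1 mM ATP and 0.5 mM fructose-6-phosphate in pH 8.0 TEA buffer. qHTS titrations up to 57 µM; curves classified by quality.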
# TCR act: activates T cell receptor signaling | 330,000 tested, under 10 active | Potency, µM (titrated, usually from 9.22 µM), inactives show top-dose activation of IL-2 secretion, actives largely listed as activators | AID 504894 | primary human leukocytes, anti-CD3, IL-2 HTRF, 48 h; also: % of control where 0% means no effect
#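 Primary human leukocytes were stimulated with a-CD3 beads plus compounds for 48 hr without co-stimulation; secreted IL-2 was quantified by HTRF using a-IL-2-K (europium cryptate) and a-IL-2-d2, excited at 320nm with acceptor emission read at 665nm.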
# TSHR antagonist: blocks TSH signaling through the human TSH receptor; P16473; TSHR-expressing cells, TSH-stimulated cAMP HTRF, 2 h; stronger effect = lower value; activity change, negative = inhibition, % at 11.5 µM; hit rate 0.2% among 330,000;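 active = activity change below a set negative limit, meaning inhibition stronger than a set level, cut at about -70% in these data; inconclusive = activity change between two set negative limits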; also: % is scaled to controls: 0 for no effect and ±100 for the full control effect
#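 Competitive HTRF cAMP read-out (cryptate anti-cAMP antibody, cAMP-d2; 30 min, room temperature) in freshly harvested TSHR cells. Compounds added before TSH at EC80 (4nM final), followed by 2 hours' incubation at 37 deg C.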
# B2AR arrestin: beta2AR (human) beta-arrestin recruitment activity; P07550; beta-arrestin recruitment to beta2AR, cell-based reporter; Potency, µM (top dose mostly 46.1 µM), for inactives: at the highest dose activation, usual class: activators; hit rate 0.02% among 330,000;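 also: potency is read from the fitted curve at half-maximal effect; 0% = DMSO controls and full agonism = EC100 isoproterenol or metaproterenol; nearly all actives have a fitted effect of over 65% in size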
# USP2a inh: USP2a (human) protease inhibition; USP2 core, Ub-CHOP2 coupled fluorogenic reporter, 485/531; Potency, µM (top dose mostly 38.3 µM), for inactives: at the top dose activity change, negative = inhibition, most hits filed as inhibitors; hit rate 0.01% among 330,000; AID 463254;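 also: potency is read from the fitted curve at half-maximal effect; plate controls were DMSO wells for no effect and full inhibition by NEM control for full effect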
# Target sequence (O75604 whole entry, looked up): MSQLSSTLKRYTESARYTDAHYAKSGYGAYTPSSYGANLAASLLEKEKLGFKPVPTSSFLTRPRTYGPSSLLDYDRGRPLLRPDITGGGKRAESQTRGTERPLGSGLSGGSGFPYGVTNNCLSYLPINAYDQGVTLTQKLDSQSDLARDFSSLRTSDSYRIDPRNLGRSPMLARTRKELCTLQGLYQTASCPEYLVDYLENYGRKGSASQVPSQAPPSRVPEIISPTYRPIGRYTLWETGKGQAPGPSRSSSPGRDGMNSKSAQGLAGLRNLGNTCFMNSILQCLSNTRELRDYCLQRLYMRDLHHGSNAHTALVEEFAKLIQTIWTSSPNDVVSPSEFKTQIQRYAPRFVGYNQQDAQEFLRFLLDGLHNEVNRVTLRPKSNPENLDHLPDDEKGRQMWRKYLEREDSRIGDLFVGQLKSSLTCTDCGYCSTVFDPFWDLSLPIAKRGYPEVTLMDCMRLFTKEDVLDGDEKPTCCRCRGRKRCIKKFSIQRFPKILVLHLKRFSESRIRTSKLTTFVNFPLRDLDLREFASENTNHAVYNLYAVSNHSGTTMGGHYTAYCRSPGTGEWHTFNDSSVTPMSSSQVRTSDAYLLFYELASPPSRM
#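 Cell-free coupled assay: 10nM USP2 core preincubated 30min RT with compound in Tris-HCl pH 8.0/CaCl2/CHAPS buffer, then 25nM Ub-CHOP2 and 25nM reporter substrate; fluorescence (Ex 485/Em 531) read after 60min RT, normalized to NEM inhibition, concentration-response curves fitted.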
# TSG101-PTAP inh: blocks PTAP/TSG101 interaction to inhibit HIV-1 budding. Q99816. Fluorescence polarization, FITC-PTAP peptide / Tsg101 binding. Potency, µM (highest dose often 115 µM), inactives show at the highest dose activity change, negative = inhibition, actives largely listed as inhibitors. 340,000 tested, under 10 active. AID 493005; active = well fitted inhibition curve with a large enough effect in the main read-out, with a control signal flat, not every such curve was filed as active; inconclusive = small, poorly fitted or top-dose-only effect, or effect the other way, or a change in a side signal; inactive = no such curve, though single readings can be large or run the other way; also: potency is read from the fitted curve at half-maximal effect; % of control where 0% means no effect
# Target sequence (Q99816 whole entry, looked up): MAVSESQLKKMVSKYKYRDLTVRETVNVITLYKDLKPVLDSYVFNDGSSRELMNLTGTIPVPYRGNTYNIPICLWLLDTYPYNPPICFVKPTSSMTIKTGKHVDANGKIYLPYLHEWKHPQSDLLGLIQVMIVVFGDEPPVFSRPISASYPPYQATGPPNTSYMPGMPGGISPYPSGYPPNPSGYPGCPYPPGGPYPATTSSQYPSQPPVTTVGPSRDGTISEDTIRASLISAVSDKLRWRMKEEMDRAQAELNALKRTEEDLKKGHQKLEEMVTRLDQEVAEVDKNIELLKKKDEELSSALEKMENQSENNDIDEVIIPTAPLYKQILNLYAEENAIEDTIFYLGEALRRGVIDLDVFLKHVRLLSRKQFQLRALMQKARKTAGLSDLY
#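 Compounds were pin-transferred onto Tsg101 binding domain (10 uM final) in HEPES pH 7.5 buffer, then FITC-PTAP peptide was added at 50 nM final. After 20 min at RT, polarization reported peptide displacement across a qHTS concentration series.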
# Numbers without * were called inactive; ? = inconclusive; . = no result given; [ ] = remark or other dose. Unless noted, calls follow the shape of the dose curve; as a rule, active = well fitted curve in the direction sought with a large enough effect; inconclusive = small, poorly fitted or top-dose-only effect, or another doubt; inactive = no such curve, though single readings can be large; an effect the other way counts as inactive or inconclusive.
SMILES,ELG1 repair inh,Mito fusion yeast,BCR signal inh,uPA surface inh,Eya2 inh,Tb PFK block,TCR act,TSHR antagonist,B2AR arrestin,USP2a inh,TSG101-PTAP inh
O=C1c2ccccc2C(=O)N1Cc1cc(-c2ccccc2Cl)no1,-11%,-5%,6%,-8%,-2%,2%,-1%,-19,-0.3%,-1%,-6%
CCP(=O)(CC)c1cccc(N)c1,1%,-2%,0%,0%,20%,-6%,3%,-8,-0.4%,0%,-3%
Nc1ccc(C(=O)N/N=C/c2ccc(N3CCOCC3)s2)cc1,11%,.,?,-17%,7%,-2%,.,-29,-0.5%,1%,-1%
COc1ccc(C(=O)NC(NC(=S)Nc2ccc(S(N)(=O)=O)cc2)C(Cl)(Cl)Cl)cc1 (configuration not stated),?,1%,-6%,-1%,31%,-7%,3%,7,0.3%,5%,-9%
NC(=O)C1c2ccccc2CSc2ccccc21 (configuration not stated),6%,3%,1%,3%,11%,1%,-4%,10,-0.1%,1%,-1%
Cc1cccc(C)c1OCC(=O)N/N=C/C=C/c1ccco1,-17%,-3%,?,?,-12%,0%,4%,-8,8.9%,-1%,3%
CCOC(=O)c1ccccc1NC(=O)CSc1nnc(COc2ccccc2)n1CC,?,10%,-9%,-1%,2%,2%,-4%,-8,0.0%,5%,-5%
COC(=O)c1cc(C#N)c(SCc2ccccc2)nc1C,?,6%,?,0%,-28%,2%,-7%,-3,0.0%,0%,-2%
Cc1ccc(OCC(=O)Nc2ccc(NC(=O)c3ccco3)cc2)c(C)c1,?,-5%,9%,12%,-9%,-1%,-94%,-3,0.1%,0%,0%
Cc1cc(C)n2nc(C(=O)Nc3ccc4c(c3)OCO4)cc2n1,?,-2%,-2%,.,-2%,1%,-1%,14,-0.4%,0%,0%
Cc1ccc(C)c(N2CCN(S(=O)(=O)c3csc(C(N)=O)c3)CC2)c1,?,?,-18%,-4%,5%,1%,3%,-20,0.3%,0%,-2%
COc1cccc(NC(=O)COC(=O)CCS(=O)(=O)c2ccc(C)cc2)c1,23%,-4%,-9%,-2%,-11%,-1%,1%,-3,0.0%,-11%,3%
CCOC(=O)C(C)CC(C)C(=O)N1CCOCCN(C(=O)C(C)CC(C)C(=O)OCC)CCOCC1 (configuration not stated),-1%,-1%,0%,5%,-6%,1%,-2%,1,-0.5%,4%,-8%
COc1ccc(/C=C(\C#N)C(=O)OCC(=O)NCc2ccccc2Cl)cc1,-1%,4%,10%,1%,9%,-2%,4%,11,-0.4%,1%,-1%
COc1ccc(CNc2nn[nH]n2)cc1OC,9%,2%,?,-1%,9%,1%,1%,-2,-0.6%,-1%,-8%
C=CCOc1cccc(C(=O)Nc2ncn[nH]2)c1,3%,4%,-1%,7%,-9%,0%,.,0,-0.5%,2%,-2%
Cc1cccc2sc(NS(=O)(=O)c3ccccc3)nc12,19%,-2%,?,2%,1%,0%,-7%,5,-0.5%,1%,-3%
COc1ccccc1-c1noc(CCC(=O)Nc2cc(C(F)(F)F)ccc2Cl)n1,-9%,-4%,?,.,5%,-3%,0%,-8,-0.9%,5%,0%
N#CCCn1cc(C(N)=O)c(-c2cccs2)n1,0%,-3%,14%,4%,3%,-3%,-3%,-3,-0.8%,-1%,0%
CCN(C(=O)COC(=O)CCn1c(C)csc1=O)c1c(N)n(Cc2ccccc2)c(=O)[nH]c1=O,9%,0%,5%,6%,-7%,-3%,-3%,3,0.0%,2%,-1%
Cc1ccc(-c2nc3ncccn3c2Nc2ccc3c(c2)OCO3)o1,-2%,1%,9%,3%,1%,-6%,9%[46.1 µM],-5,3.3%,0%,-8%
C=C(C)COc1ccc(C2NC(=O)c3ccccc3O2)cc1OCC (configuration not stated),0%,1%,-1%,3%,-2%,-6%,0%,-9,-1.1%,-1%,-1%
CCC(C)(C)NC(=O)/C=C/c1cccs1,?,4%,-24%,-22%,-11%,-4%,3%[46.1 µM],17,0.0%,-2%,-2%
COc1ccc(CN2C(=O)c3cccnc3C2=O)cc1S(=O)(=O)NC(C)C,20%,-13%,0%,9%,-21%,1%,-2%,1,-0.2%,3%,-3%
O=c1[nH]c(CN2CCc3ccccc3C2)nc2ccccc12,8%,2%,?,-14%,10%,15%,2%,5,-0.2%,1%,-7%
COc1cc(OC)c2ccc(=O)oc2c1C(CC(=O)N1CCOCC1)c1ccc2c(c1)OCO2 (configuration not stated),13%,2%,-11%,-2%,-10%,1%,1%,-4,-0.1%,4%,-5%
O=C(Cc1ccsc1)OCC(=O)c1ccccc1,?,.,?,1%,5%,-1%,-4%[46.1 µM],-4,-0.4%,1%,1%
Cc1cc(C)n(-c2nc(NCCCN(C)C)c3c4c(sc3n2)CCCC4)n1,0%,-4%,?,-1%,-10%,0%,1%,1,5.1%,6%,-1%
Cc1ccc(/C=C(\C#N)c2nc3ccccc3[nH]2)s1,?,-1%,?,-24%,-29%,5%,.,-29,-0.9%,-1%,-4%
Cc1ccc2cc(CN(c3ccccc3)S(=O)(=O)c3ccccc3)c(=O)[nH]c2c1,12%,6%,?,-2%,-6%,-3%,-5%,-6,-0.1%,3%,-1%
CC(=O)N1CC(C)Sc2ccc(S(=O)(=O)NCc3ccccc3Cl)cc21 (configuration not stated),?,2%,5%,-2%,-4%,0%,1%,-3,0.2%,0%,-3%
CC1Cc2ccccc2N1C(=O)CSc1nncs1 (configuration not stated),10%,3%,1%,3%,3%,3%,-3%,-17,0.1%,0%,-8%
CCCCn1c(N)c(N(CC(C)C)C(=O)CSc2nnc(-c3ccc(Cl)cc3)o2)c(=O)[nH]c1=O,24%,-1%,11%,0%,8%,-4%,-6%,7,-0.6%,-2%,0%
COc1cccc(C(=O)NNC(=O)Cc2ccc(Cl)cc2)c1,-2%,-21%,?,3%,6%,-13%,2%[46.1 µM],-5,0.2%,2%,-1%
Cc1ccc(S(=O)(=O)NNC(=O)c2c(O)c3ccccc3[nH]c2=O)cc1,8%,0%,2%,5%,5%,-2%,2%,-2,-0.5%,0%,0%
Cc1nn(CCOc2ccccc2)c(=O)n1-c1ccc(F)cc1,?,0%,5%,0%,-11%,-2%,2%,19,0.2%,0%,-2%
c1ccc2sc(C3CCN(Cc4nnnn4Cc4ccc5c(c4)OCO5)CC3)nc2c1,?,1%,-11%,-4%,-3%,-3%,0%[46.1 µM],-10,-0.8%,0%,-2%
CC(C)CC(N)c1cn([C@@H](CCC(=O)O)C(=O)N2CCNCC2)nn1 (some centres not stated),14%,-1%,-1%,2%,19%,-1%,1%,5,-0.3%,1%,2%
CC(Nc1ccc2c(c1)OCCO2)C(=O)N1c2ccccc2CC1C (configuration not stated),?,-9%,0%,-5%,-11%,-2%,2%,0,-0.1%,0%,-1%
Cc1cccc(Cn2ccc(NC(=O)c3cccnc3)n2)c1,17%,-1%,-5%,3%,8%,-11%,-2%,0,-0.3%,1%,2%
Cc1cc(C)c2c(=O)[nH]cnc2n1,-1%,4%,15%,15%,7%,-3%,5%,-2,-1.8%,4%,-2%
CCN(c1cc(C)cc(C)c1)S(=O)(=O)c1nnc(NC(=O)C(C)(C)C)s1,-17%,2%,6%,2%,0%,5%,-7%,-9,0.2%,3%,-6%
COc1ccc(OCC(O)CNCc2ccco2)cc1 (configuration not stated),1%,-3%,0%,9%,0%,0%,7%,4,-0.4%,4%,0%
O=C(Nc1cccc(Cl)c1)OCCOc1ccccc1,?,7%,?,-11%,6%,0%,2%,-7,-0.1%,2%,-2%
Cc1ccc(S(=O)(=O)Oc2ccccc2/C=N/O)cc1,2%,11%,-7%,-29%,-8%,3%,-4%,-3,-0.2%,0%,0%
